hgDAF-12 ag: hgDAF-12 agonism, primary luciferase screen | AID 687014 | activation, % at 6.8 µM | 1.8% of 370,000 active | HEK293 GAL4-hgDAF12 UAS-luciferase reporter, agonist luminescence; normalized to butyrate control;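 active = activation above a cutoff set at the mean of all screened compounds plus 3 SD, cut at about 10% in these data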;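 note: 0% = DMSO wells and 100% = sodium butyrate wells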
PLCb3 inh: PLC-beta3 (human) inhibition, primary screen; Q01970; Purified PLC-beta3, fluorogenic substrate, fluorescence; inhibition, % at 12.2 µM; 0.18% of 370,000 active; AID 720704; in the data active = inhibition above about 11%;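 note: 0% = median of compound wells on plate and 100% = full blocker control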
Target sequence (Q01970 whole entry, looked up): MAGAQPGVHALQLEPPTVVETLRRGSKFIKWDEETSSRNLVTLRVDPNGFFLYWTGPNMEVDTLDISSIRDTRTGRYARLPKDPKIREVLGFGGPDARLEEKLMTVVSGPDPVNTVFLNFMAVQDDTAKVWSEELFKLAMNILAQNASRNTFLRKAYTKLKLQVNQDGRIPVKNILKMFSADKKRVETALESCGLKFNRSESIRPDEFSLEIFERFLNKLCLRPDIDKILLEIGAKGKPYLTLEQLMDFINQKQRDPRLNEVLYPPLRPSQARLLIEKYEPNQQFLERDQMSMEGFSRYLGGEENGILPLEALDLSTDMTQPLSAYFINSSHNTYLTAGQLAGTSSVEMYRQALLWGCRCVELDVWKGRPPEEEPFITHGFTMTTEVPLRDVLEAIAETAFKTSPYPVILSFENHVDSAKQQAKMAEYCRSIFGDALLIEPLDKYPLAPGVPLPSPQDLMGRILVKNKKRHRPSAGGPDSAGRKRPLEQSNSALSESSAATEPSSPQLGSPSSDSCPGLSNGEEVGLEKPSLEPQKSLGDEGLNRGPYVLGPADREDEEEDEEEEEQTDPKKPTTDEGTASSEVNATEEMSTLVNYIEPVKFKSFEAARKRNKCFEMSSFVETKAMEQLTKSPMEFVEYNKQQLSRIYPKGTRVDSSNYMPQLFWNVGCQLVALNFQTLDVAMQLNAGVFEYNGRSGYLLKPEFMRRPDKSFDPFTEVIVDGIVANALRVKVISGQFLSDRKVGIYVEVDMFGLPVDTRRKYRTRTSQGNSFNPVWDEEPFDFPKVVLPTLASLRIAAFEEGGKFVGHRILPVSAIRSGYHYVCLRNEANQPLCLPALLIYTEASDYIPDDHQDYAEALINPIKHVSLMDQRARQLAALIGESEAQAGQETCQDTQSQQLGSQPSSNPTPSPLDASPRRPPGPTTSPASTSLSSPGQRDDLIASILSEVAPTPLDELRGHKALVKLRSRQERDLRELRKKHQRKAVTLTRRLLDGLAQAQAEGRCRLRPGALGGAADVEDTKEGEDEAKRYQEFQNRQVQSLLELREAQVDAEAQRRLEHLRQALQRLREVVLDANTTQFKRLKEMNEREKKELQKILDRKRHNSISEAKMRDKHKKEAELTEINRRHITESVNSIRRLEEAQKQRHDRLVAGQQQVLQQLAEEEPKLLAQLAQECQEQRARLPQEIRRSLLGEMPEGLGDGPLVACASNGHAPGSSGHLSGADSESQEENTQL
Rev-erbA mod: modulators of human Rev-erb alpha DNA binding. Rev-erbα–FITC-DNA binding, fluorescence polarization, 90 min. activity, % at 10 µM. P20393. 0.79% of 370,000 active;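 active = activity above about 14%, limit read from the data; passing the limit was not always enough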;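 note: 0% = DMSO wells with 35 nM protein and 100% = DMSO wells with 750 nM protein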
PG9 Ab binder: small molecules binding HIV-1 gp120 antibody PG9. TR-FRET gp120-PG9 antibody binding. inhibition, % at 6.7 µM. 0.43% of 360,000 active. AID 624416; in the data active = inhibition above about 8.5%
GAA850 FXN act: activators of GAA850 frataxin (FXN) promoter. HEK293 lucGAA850 FXN promoter luciferase reporter, 24 h; percent of 10 µM SAHA response. activation, % at 6 µM. 0.56% of 360,000 active;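 active = activation above the average of all compounds screened plus 3 SD, cutoff fixed separately per campaign, cut at about 7.5% in these data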;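 note: 0% = DMSO wells and 100% = 10 µM SAHA wells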
HGIII-sPLA2 inh: Blocks human group III sPLA2 activity; QFRET BODIPY PC-A2 liposome hydrolysis, fluorescence; inhibition, % at 12.2 µM; 0.56% of 370,000 active;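 active = inhibition above mean plus 3 SD of compounds lying within the high and low control bounds, cut at about 19% in these data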;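 note: 0% = median of test compound wells and 100% = no enzyme DMSO wells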
DAX1 inh-1: inhibits human nuclear receptor DAX1; 0.99% of 340,000 active; inhibition, % at 6.75 µM; P51843; AID 504766; HEK293 Gal4-DAX1 luciferase reporter, luminescence;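 active = inhibition above the mean over all tested compounds plus 3 SD, cut at about 4.2% in these data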;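 note: 0% = DAX1-transfected cells with DMSO and 100% = empty-vector control cells with DMSO; inhibition shows as a rise in luminescence from relieved DAX1 repression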
SMARCA2 activ: increases SMARCA2 function in MMTV reporter cells. MG213 cells, MMTV-luciferase reporter, dexamethasone, overnight. activation, % at 9.1 µM. 1% of 370,000 active; in the data active = activation above about 7.8%;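 note: 0% = vehicle wells and 100% = reference activator wells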
ssDAF12 agonist: activates DAF-12 receptor from parasite S. stercoralis. HEK293 ssDAF-12/GRIP1 lit1-tk-luc reporter, luminescence; % of 3 µM dafachronic acid response. activation, % at 6.8 µM. 1% of 370,000 active;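 active = activation above the mean over all tested compounds plus 3 SD, cut at about 0.9% in these data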;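 note: 0% = DMSO-only wells and 100% = 3 µM delta7-dafachronic acid wells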
hcDAF-12 act: activates DAF-12 receptor from parasite H. contortus | HEK293 hcDAF-12 lit1-tk-luc reporter, luminescence; 0% DMSO, 100% Δ7-dafachronic acid | activation, % at 6.8 µM | 1.4% of 370,000 active | AID 652067;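 active = activation above the mean of all tested compounds plus 3 SD, cut at about 5.5% in these data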;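 note: 100% = response to 3 µM Δ7-dafachronic acid high control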
DAX1 inh-2: blocks DAX1 repression of SF-1 activated StAR promoter | HEK293T StAR-luciferase reporter, SF-1/DAX-1 repression relief | inhibition, % at 6.8 µM | 1.1% of 370,000 active | AID 652010;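 active = inhibition above the mean over all tested compounds plus 3 SD, cut at about 3.6% in these data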;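 note: 0% = DAX-1 cells with DMSO and 100% = cells lacking DAX-1 with DMSO; higher inhibition means more luminescence from relief of DAX-1 repression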
* hit, by the source's call.

What do the screens show for `N/C(=N\OCc1ccccc1)c1nonc1N`?
hgDAF-12 ag: 11*; PLCb3 inh: -1; Rev-erbA mod: 3; PG9 Ab binder: -0.7; GAA850 FXN act: 2.4; HGIII-sPLA2 inh: 1; DAX1 inh-1: 1.2; SMARCA2 activ: 6; ssDAF12 agonist: -0.9; hcDAF-12 act: 1.8; DAX1 inh-2: 2.0

Results for O=C(Nc1ccccn1)c1nc(-c2ccccc2)n(-c2ccccc2)n1 ?
hgDAF-12 ag: -2.8; PLCb3 inh: -2; Rev-erbA mod: -4; PG9 Ab binder: -0.9; GAA850 FXN act: 1.0; HGIII-sPLA2 inh: -1; DAX1 inh-1: -1.7; SMARCA2 activ: 1; ssDAF12 agonist: -1.4; hcDAF-12 act: -2.1; DAX1 inh-2: 0.2

How did CCc1ccccc1N1C(=O)C(Cl)=C(N2CCOCC2)C1=O do in these assays?
hgDAF-12 ag: 1.8; PLCb3 inh: -14; Rev-erbA mod: -3; PG9 Ab binder: -1.9; GAA850 FXN act: 0.6; HGIII-sPLA2 inh: 13; DAX1 inh-1: 1.4; SMARCA2 activ: -2; ssDAF12 agonist: -1.0; hcDAF-12 act: -0.4; DAX1 inh-2: -0.2

What do the screens show for `C[C@@H]1CN([C@H](C)CO)C(=O)CCCn2cc(nn2)CO[C@H]1CN(C)C(=O)Nc1ccc2c(c1)OCCO2`?
hgDAF-12 ag: -0.2; PLCb3 inh: -2; Rev-erbA mod: 1; PG9 Ab binder: 0.9; GAA850 FXN act: -3.1; HGIII-sPLA2 inh: 5; DAX1 inh-1: 1.5; SMARCA2 activ: 0; ssDAF12 agonist: -0.9; hcDAF-12 act: -0.5; DAX1 inh-2: 1.3

What do the screens show for `Cn1cccc1C(=O)N1CCN(S(=O)(=O)c2ccc(F)cc2)CC1`?
hgDAF-12 ag: -0.4; PLCb3 inh: 3; Rev-erbA mod: -3; HGIII-sPLA2 inh: -1; SMARCA2 activ: -5; ssDAF12 agonist: -0.3; hcDAF-12 act: -2.1; DAX1 inh-2: -1.1

How did Cc1ccc2nc(SCC(=O)c3ccc(Cl)cc3)nc(=O)n2c1 do in these assays?
hgDAF-12 ag: 1.2; PLCb3 inh: -11; Rev-erbA mod: 1; PG9 Ab binder: -0.1; GAA850 FXN act: 2.3; HGIII-sPLA2 inh: -6; DAX1 inh-1: 0.3; SMARCA2 activ: -2; ssDAF12 agonist: -0.8; hcDAF-12 act: 0.3; DAX1 inh-2: -0.7

How did CC(=O)N1N=C(c2ccc(C)cc2)CC1c1ccco1 (stereo unspecified) do in these assays?
hgDAF-12 ag: 2.4; PLCb3 inh: -1; Rev-erbA mod: -3; PG9 Ab binder: -2.7; GAA850 FXN act: 2.6; HGIII-sPLA2 inh: -3; DAX1 inh-1: 0.0; SMARCA2 activ: -1; ssDAF12 agonist: -0.7; hcDAF-12 act: 1.8; DAX1 inh-2: 0.3

What do the screens show for `CCN(CC)S(=O)(=O)c1cccc(C(=O)NCCc2ccccc2)c1`?
hgDAF-12 ag: 9.1; PLCb3 inh: -2; Rev-erbA mod: 3; PG9 Ab binder: 0.9; GAA850 FXN act: 1.8; HGIII-sPLA2 inh: -6; DAX1 inh-1: 0.1; SMARCA2 activ: 3; ssDAF12 agonist: -0.6; hcDAF-12 act: 1.5; DAX1 inh-2: 0.8

Results for O=C(c1cc(C2CC2)nn1-c1ccccc1)N1CCN(c2ccccn2)CC1 ?
hgDAF-12 ag: -0.6; PLCb3 inh: -7; Rev-erbA mod: -1; PG9 Ab binder: 0.7; GAA850 FXN act: 1.6; HGIII-sPLA2 inh: 3; DAX1 inh-1: 0.8; SMARCA2 activ: -2; ssDAF12 agonist: -1.2; hcDAF-12 act: -0.4; DAX1 inh-2: -1.2

How did CCC(C)NC(=O)c1[nH]c(C)c(C(=O)OC)c1C (stereo unspecified) do in these assays?
hgDAF-12 ag: 0.6; PLCb3 inh: -2; Rev-erbA mod: 6; PG9 Ab binder: -0.8; GAA850 FXN act: 2.6; HGIII-sPLA2 inh: 1; DAX1 inh-1: 0.1; SMARCA2 activ: 1; ssDAF12 agonist: -0.6; hcDAF-12 act: -0.6; DAX1 inh-2: -0.2

How did COc1ccc(C(=O)N2CCN(c3nc4cc(C)ccc4cc3C#N)CC2)c(OC)c1 do in these assays?
hgDAF-12 ag: -1.9; PLCb3 inh: -68; Rev-erbA mod: -1; PG9 Ab binder: -0.4; GAA850 FXN act: 0.9; HGIII-sPLA2 inh: -11; DAX1 inh-1: -2.3; SMARCA2 activ: -5; ssDAF12 agonist: -2.3; hcDAF-12 act: -3.6; DAX1 inh-2: -1.3

How did CCOC(=O)c1ccc(-c2ccc(-c3cc(=O)oc4cc(OC)c(OC)c(OC)c34)cc2)cc1 do in these assays?
hgDAF-12 ag: 2.9; PLCb3 inh: -5; Rev-erbA mod: -3; PG9 Ab binder: -0.9; GAA850 FXN act: -1.1; HGIII-sPLA2 inh: 12; DAX1 inh-1: 0.4; SMARCA2 activ: -2; ssDAF12 agonist: -0.1; hcDAF-12 act: 0.5; DAX1 inh-2: 0.6

What do the screens show for `O=C1C(C2=C(O)c3ccccc3C2=O)=Nc2ccccc21`?
hgDAF-12 ag: 4.0; PLCb3 inh: -47; Rev-erbA mod: 2; PG9 Ab binder: -14; GAA850 FXN act: 0.7; HGIII-sPLA2 inh: 1; DAX1 inh-1: 1.4; SMARCA2 activ: -2; ssDAF12 agonist: 0.8; hcDAF-12 act: 1.8; DAX1 inh-2: 0.4

What do the screens show for `O=C(NCCCN1CCCC1=O)C(=O)NCC1OCCCN1S(=O)(=O)c1cc(F)ccc1F` (stereo unspecified)?
hgDAF-12 ag: -1.6; PLCb3 inh: -5; Rev-erbA mod: -5; PG9 Ab binder: 0.3; GAA850 FXN act: -1.1; HGIII-sPLA2 inh: -7; DAX1 inh-1: 0.6; SMARCA2 activ: 3; ssDAF12 agonist: -1.2; hcDAF-12 act: 1.7; DAX1 inh-2: -0.3

What do the screens show for `Cc1ccc(C(=O)CSc2nc3ccccc3c(=O)n2-c2ccccc2)s1`?
hgDAF-12 ag: 0.1; PLCb3 inh: 1; Rev-erbA mod: 49*; PG9 Ab binder: 29*; GAA850 FXN act: -0.8; HGIII-sPLA2 inh: -3; DAX1 inh-1: -0.5; SMARCA2 activ: -3; ssDAF12 agonist: -1.4; hcDAF-12 act: -1.0; DAX1 inh-2: -0.7

How did CC(C)N1C(=O)C(=O)N(CC(=O)N2c3ccccc3CC2C)C1=O (stereo unspecified) do in these assays?
hgDAF-12 ag: 2.2; PLCb3 inh: 3; Rev-erbA mod: -1; PG9 Ab binder: -0.1; GAA850 FXN act: 0.7; HGIII-sPLA2 inh: 3; DAX1 inh-1: -0.6; SMARCA2 activ: -2; ssDAF12 agonist: -0.7; hcDAF-12 act: 0.1; DAX1 inh-2: -0.5

How did CCOc1ccc(CCNC(=O)C(C)n2nc(C)c3c(C)n(-c4ccccc4)nc3c2=O)cc1 (stereo unspecified) do in these assays?
hgDAF-12 ag: 0.3; PLCb3 inh: -3; Rev-erbA mod: -2; PG9 Ab binder: -2.2; GAA850 FXN act: -0.6; HGIII-sPLA2 inh: 3; DAX1 inh-1: 0.2; SMARCA2 activ: -2; ssDAF12 agonist: -1.9; hcDAF-12 act: -2.3; DAX1 inh-2: -2.6

What do the screens show for `COC(=O)CNC(=O)c1cc(-c2ccncc2)nc2c(C)c(Cl)ccc12`?
hgDAF-12 ag: 2.5; PLCb3 inh: -8; Rev-erbA mod: -7; PG9 Ab binder: 0.9; GAA850 FXN act: 0.4; HGIII-sPLA2 inh: -20; DAX1 inh-1: -0.9; SMARCA2 activ: -1; ssDAF12 agonist: -0.9; hcDAF-12 act: -0.6; DAX1 inh-2: 0.7

Results for C[C@@H]1CN([C@H](C)CO)C(=O)CCCn2nncc2CO[C@H]1CN(C)S(=O)(=O)c1ccc(Oc2ccccc2)cc1 ?
hgDAF-12 ag: -3.2; PLCb3 inh: 0; Rev-erbA mod: 0; PG9 Ab binder: 1.6; GAA850 FXN act: 1.7; HGIII-sPLA2 inh: -6; DAX1 inh-1: 1.1; SMARCA2 activ: -5; ssDAF12 agonist: -1.3; hcDAF-12 act: 0.1; DAX1 inh-2: -0.5

How did O=C(O)C/C(=C\c1ccc(Cl)cc1)c1nc2ccccc2o1 do in these assays?
hgDAF-12 ag: 2.6; PLCb3 inh: -15; Rev-erbA mod: -2; PG9 Ab binder: -2.3; GAA850 FXN act: 1.1; HGIII-sPLA2 inh: -6; SMARCA2 activ: 1; ssDAF12 agonist: -0.7; hcDAF-12 act: 1.8; DAX1 inh-2: 0.3

2 neighbouring entries from above, for reference:
What do the screens show for `N/C(=N\OCc1ccccc1)c1nonc1N`?
hgDAF-12 ag: 11*; PLCb3 inh: -1; Rev-erbA mod: 3; PG9 Ab binder: -0.7; GAA850 FXN act: 2.4; HGIII-sPLA2 inh: 1; DAX1 inh-1: 1.2; SMARCA2 activ: 6; ssDAF12 agonist: -0.9; hcDAF-12 act: 1.8; DAX1 inh-2: 2.0

Results for O=C(Nc1ccccn1)c1nc(-c2ccccc2)n(-c2ccccc2)n1 ?
hgDAF-12 ag: -2.8; PLCb3 inh: -2; Rev-erbA mod: -4; PG9 Ab binder: -0.9; GAA850 FXN act: 1.0; HGIII-sPLA2 inh: -1; DAX1 inh-1: -1.7; SMARCA2 activ: 1; ssDAF12 agonist: -1.4; hcDAF-12 act: -2.1; DAX1 inh-2: 0.2

(more compounds)
Results for Cc1cc(C)cc(OCC(=O)Nc2ccncc2)c1 ?
hgDAF-12 ag: -4.8; PLCb3 inh: 3; Rev-erbA mod: 2; PG9 Ab binder: -1.4; GAA850 FXN act: 2.8; HGIII-sPLA2 inh: 8; DAX1 inh-1: -2.7; SMARCA2 activ: -6; ssDAF12 agonist: -1.7; hcDAF-12 act: -2.4; DAX1 inh-2: -1.5

Results for OC(C#CCN1CCCC1)(c1ccccc1)c1cccc(F)c1 (stereo unspecified) ?
hgDAF-12 ag: 0.4; PLCb3 inh: 1; Rev-erbA mod: -8; PG9 Ab binder: -1.8; GAA850 FXN act: 1.1; HGIII-sPLA2 inh: -28; DAX1 inh-1: 0.6; SMARCA2 activ: 2; ssDAF12 agonist: -1.7; hcDAF-12 act: -3.0; DAX1 inh-2: -0.4

What do the screens show for `CCn1nnc(-c2ccccc2NC(=O)c2ccc(-n3cnnn3)cc2)n1`?
hgDAF-12 ag: 1.1; PLCb3 inh: 7; Rev-erbA mod: -1; PG9 Ab binder: -0.8; GAA850 FXN act: 0.4; HGIII-sPLA2 inh: 0; DAX1 inh-1: -0.1; SMARCA2 activ: 3; ssDAF12 agonist: -1.4; hcDAF-12 act: -1.7; DAX1 inh-2: 0.1

Results for c1ccc(Nc2ncnc3sccc23)cc1 ?
hgDAF-12 ag: 1.4; PLCb3 inh: -12; Rev-erbA mod: 3; PG9 Ab binder: -1.4; GAA850 FXN act: 0.7; HGIII-sPLA2 inh: 0; DAX1 inh-1: -0.8; SMARCA2 activ: 0; ssDAF12 agonist: -1.7; hcDAF-12 act: 0.2; DAX1 inh-2: -0.5

How did CNC(=O)C(=O)NCC1OCCN1S(=O)(=O)c1ccc(C)cc1 (stereo unspecified) do in these assays?
hgDAF-12 ag: 0.2; PLCb3 inh: -7; Rev-erbA mod: -2; PG9 Ab binder: 1.6; GAA850 FXN act: 1.0; HGIII-sPLA2 inh: -1; DAX1 inh-1: 0.9; SMARCA2 activ: -2; ssDAF12 agonist: -1.2; hcDAF-12 act: -0.9; DAX1 inh-2: 0.0

Compound activity as filed in PubChem BioAssay.
